Screens from PubChem.
OX1R antag-1: antagonists of human orexin 1 receptor (OX1R); O43613; OX1R-expressing cells, FRET antagonist read-out; inhibition, % at 6.6 µM; 330,000 compounds, 1.8% hits; AID 485270; in the data active means inhibition mostly above about 38%, no sharp cut-off; inactive means mostly below about 40%;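 further: 0% = agonist challenge alone and 100% = reference antagonist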
Target sequence (O43613 whole entry, looked up): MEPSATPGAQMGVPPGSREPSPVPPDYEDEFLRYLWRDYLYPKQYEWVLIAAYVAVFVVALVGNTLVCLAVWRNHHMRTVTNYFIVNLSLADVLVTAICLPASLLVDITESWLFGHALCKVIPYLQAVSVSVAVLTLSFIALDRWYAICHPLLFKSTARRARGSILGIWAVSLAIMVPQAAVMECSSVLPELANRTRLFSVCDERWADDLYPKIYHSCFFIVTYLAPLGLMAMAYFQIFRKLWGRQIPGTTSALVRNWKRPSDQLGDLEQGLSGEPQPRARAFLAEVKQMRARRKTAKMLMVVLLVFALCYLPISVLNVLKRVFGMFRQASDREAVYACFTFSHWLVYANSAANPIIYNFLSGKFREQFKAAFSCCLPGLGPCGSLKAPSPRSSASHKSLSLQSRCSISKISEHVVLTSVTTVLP
OX1R antag-2: blocks the human orexin 1 receptor. AID 434989. CHO/OX1R cells, Fluo-8 calcium fluorescence, orexin A. 330,000 compounds, 0.43% hits. inhibition, % at 5 µM. O43613;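 active means inhibition above its plate's threshold, mean inhibition of all tested compounds on the plate plus 3 SD, cut at about 37% in these data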;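 further: 0% = orexin A challenge wells and 100% = SB-334867-A antagonist wells; not every result past the cut was called active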
* = called active by the depositor.

| OX1R antag-1 | OX1R antag-2 | Structure |
| --- | --- | --- |
| 6 | -19 | COC(=O)COc1ccc(-c2nccc(-c3ccccn3)n2)cc1 |
| 3 | 5 | CCC(=O)Oc1ccc(C(=O)Nc2c[nH]c(=O)[nH]c2=O)cc1 |
| 28 | -14 | COc1cccc(NC(=O)Cn2c(=O)c3c(ncn3Cc3ccccc3)n(Cc3ccccc3)c2=O)c1 |
| 8 | 1 | NS(=O)(=O)c1ccc(CNC(=O)c2cccc(S(=O)(=O)N3CCc4ccccc43)c2)cc1 |
| 16 | -12 | Cc1ccc(S(=O)(=O)N2CCSC2c2ccco2)cc1 (centres undefined) |
| 5 | -2 | COc1ccc(NC(=O)C2CC(=O)N(CCc3ccc(Cl)cc3)C2)cc1 (centres undefined) |
| 3 | 15 | COc1cccc(/C=N\n2c(C)nnc2C)c1OC |
| 10 | -36 | CC1CN(C(=O)COC(=O)c2cc3ccccc3cc2O)CC(C)O1 (centres undefined) |
| 6 | -21 | Nc1ccc(-c2nc(-c3ccccc3)nc3ccccc23)cc1 |
| 23 | -34 | CCOc1ccc(NC(=O)CCSc2nc3c(c(CC)c2C#N)C(=O)CC(C)(C)C3)cc1 |
| -1 | 1 | COC(CNC(=O)c1ccc2c(c1)nc(C)n2-c1cccc(C)c1)OC |
| 13 | -12 | CC(C)Oc1ccccc1/C=N/NC(=O)c1ccc(F)cc1 |
| 15 | -15 | C/C(=N/OCO/N=C(/C)c1ccc(F)cc1)c1ccc(F)cc1 |
| 5 | -10 | COc1ccccc1OCC(=O)Nc1ccc(Cl)cc1 |
| 39* | 29 | CCN(CC)c1ccc(-c2nn3c(-c4ccccc4OC)nnc3s2)cc1 |
| 14 | -3 | O=C(Nc1ccc2c(c1)CCCN2C(=O)c1cccs1)c1ccccc1 |
| 7 | -33 | COc1ccccc1NC(=O)CCN1C(=O)/C(=C\c2cc(OC)c(OC)c(OC)c2)SC1=S |
| 32 | -8 | O=C(O)C[C@H]1c2ccc(C(F)(F)F)cc2S(=O)(=O)N1C1CCCCC1 |
| -5 | -33 | CCS(=O)(=O)N1Cc2ccccc2CC1C(=O)Nc1nnc(C2CC2)s1 (centres undefined) |
| 20 | -24 | Cc1ccc(C(=O)NCCc2cc3ccc(C)c(C)c3[nH]c2=O)cc1[N+](=O)[O-] |
| 25 | -14 | CC(=O)NCCC(=O)Nc1nc(-c2cccs2)c(-c2cccs2)s1 |
| 1 | -19 | O=C(CCCCl)NC(=S)Nc1ccc(CN2CCOCC2)cc1 |
| -7 | -27 | COC(=O)c1ccc(Cn2nc(-c3ccc(C)c(C)c3)ccc2=O)cc1 |
| 0 | -31 | CCOc1ccc(C2c3cc(OC)c(OC)cc3CC(=O)N2c2ccccc2)cc1 (centres undefined) |
| 25 | 22 | O=C(Cn1c(=O)oc2cc(S(=O)(=O)N3CCCC3)ccc21)NC1CCCc2ccccc21 (centres undefined) |
| 10 | -17 | Cc1ccc(C)c(N2CCN(C(=O)CCS(=O)(=O)c3ccc4c(c3)oc(=O)n4C)CC2)c1 |
| 26 | 23 | COc1ccc2c(c1)c(CC(=O)Nc1cccc(S(N)(=O)=O)c1)c(C)n2C(=O)c1ccc(Cl)cc1 |
| 24 | -19 | Cc1cc(OCCCCNC(C)C)cc(C(C)C)c1 |
| 5 | 8 | O=C(O)c1cccc(S(=O)(=O)Nc2ccc(Oc3ccccc3)cc2)c1 |
| 35 | 13 | CCN(C(=O)Cn1cc(C(F)(F)F)ccc1=O)c1c(N)n(Cc2ccccc2)c(=O)[nH]c1=O |
| 9 | -29 | C=CCn1c(SCC(=O)Nc2sc(C)c(C)c2C(=O)OCC)nnc1-c1sc(N)nc1C |
| 20 | -9 | COc1ccc(N(CC(=O)Nc2cccc(C)c2)S(=O)(=O)c2c(C)n[nH]c2C)cc1 |
| 18 | -21 | Cc1cccc2cc(C#N)c(N3CCN(C)CC3)nc12 |
| 13 | -40 | CN1CCN(c2ccccc2NC(=O)c2ccc(-c3ccc(Cl)cc3Cl)o2)CC1 |
| 1 | 2 | CCCCC(=O)NC(=S)Nc1ccc(S(=O)(=O)N2CCCC2)cc1 |
| 22 | -2 | CCNC(=O)c1sc(=S)n(CC)c1N |
| 34 | -14 | CCN(C1CCCCC1)S(=O)(=O)c1cc(C)ccc1OC |
| 4 | -10 | Cc1ccc(NC(=S)Nc2cc(C(=O)O)ccc2N2CC3CC(C2)c2cccc(=O)n2C3)cc1C (centres undefined) |
| 4 | -2 | Clc1nnc(Cl)c2c1ncn2Cc1ccccc1 |
| 15 | -20 | Cc1nc(NC(C)C)c2oc3ccccc3c2n1 |
| 11 | -3 | COc1ccc(CN(Cc2ccccn2)S(=O)(=O)c2ccc(-n3cnnn3)cc2)cc1 |
| 30 | -8 | COc1ccccc1CNC(=O)CC(NS(=O)(=O)c1ccc(C)cc1)c1ccco1 (centres undefined) |
| 12 | -14 | CC(C)NC(=O)CSc1nc(N)c(NC(=O)c2ccco2)c(=O)[nH]1 |
| 14 | -37 | CCOC(=O)N1CCN(S(=O)(=O)N2CCCC(C(=O)NCCc3ccc(OCC)c(OCC)c3)C2)CC1 (centres undefined) |
| 20 | -16 | OCCN1CCN(c2ncnc3c2c(-c2ccccc2)cn3-c2ccc(Br)cc2)CC1 |
| 6 | 2 | COc1ccccc1CCNS(=O)(=O)c1c(C)n(C)c(=O)n(C)c1=O |
| 9 | -13 | C/C(=N\NC(=O)c1cccnc1)c1ccccc1 |
| 12 | -5 | CCN1C(=O)[C@@H]2[C@H](C1=O)[C@@H]1C(=O)Nc3ccccc3C(=O)N1[C@@H]2c1cccc(OC)c1 |
| 11 | -32 | COc1ccc(CCC(=O)Nc2cnc3ccccc3c2)cc1 |
| 21 | -7 | COC(=O)NNC(=S)NCc1ccccc1 |
| 2 | -25 | O=C(Nc1ccc2c(c1)OCCO2)C1CCCC1 |
| 9 | -30 | COc1ccccc1-c1noc(-c2ccccc2C(=O)Nc2cccnc2)n1 |
| 12 | -16 | COCCn1c(SCC(=O)OCc2ccccc2)nc2c1c(=O)[nH]c(=O)n2C |
| -3 | 0 | Cn1c(SCC(=O)Nc2ccc3c(c2)OCCO3)nnc1C(F)(F)F |
| 15 | -5 | CCC(=O)c1ccc(N2CCN(C(=O)c3ccccc3F)CC2)c(F)c1 |
| 7 | -13 | O=C(CN1C(=O)C2(OCCO2)c2ccccc21)c1ccc(F)cc1 |
| 22 | -2 | Cn1c(=O)c2c(nc(NCCCO)n2CCc2ccccc2)n(C)c1=O |
| 6 | -10 | CCCC(c1nnnn1CC1CCCO1)N1CCN(c2ccccc2)CC1 (centres undefined) |
| 6 | -13 | CC(Oc1ccccc1Cl)C(=O)N1CCOCC1 (centres undefined) |
| 29 | -5 | CCC(C(=O)Nc1ccc(C)cc1)c1ccccc1 (centres undefined) |

Other results
| OX1R antag-1 | OX1R antag-2 | Structure |
| --- | --- | --- |
| 14 | -3 | O=C(N/N=C/c1ccccn1)c1ccc(NC(=O)c2ccccc2Cl)cc1 |
| 10 | -13 | Cc1ccc(N(Cc2ccc(C(=O)NC3CCCCC3)cc2)S(C)(=O)=O)cc1C |
| -3 | 3 | CC(=O)Nc1cc(C)c(S(C)(=O)=O)c(C)c1 |
| 13 | -2 | CCN(CC)CC(=O)Nc1cccc2c1C(=O)c1ccccc1C2=O |
| 13 | 2 | OCCN(CCO)c1ncnc2c1oc1ccc(Br)cc12 |
| 14 | -23 | O=C(OCC1OC(n2ncc(=O)[nH]c2=O)C(OC(=O)c2ccccc2)C1OC(=O)c1ccccc1)c1ccccc1 (centres undefined) |
| 18 | -7 | CC(=O)C1=C(O)C(=O)N(Cc2ccccc2)C1c1ccc(N(C)C)cc1 (centres undefined) |
| 13 | -3 | CCCCC(=O)Nc1ccc(Br)cn1 |
| 37 | -32 | COC(=O)C1=C(C)NC(C)=C(C(=O)OCC2CCCO2)C1c1ccc(Cl)c([N+](=O)[O-])c1 (centres undefined) |
| 7 | -22 | COc1cc(C(O)P(=O)(OC2CCCCC2)c2ccc(N(C)C)cc2)cc(OC)c1OC (centres undefined) |
| 19 | -12 | CC(=O)NCCn1c(SCc2cc(F)ccc2F)nc2ccccc2c1=O |
| 32 | -36 | Cc1ccc(-c2cc(C(=O)N/N=C/C=C/c3ccco3)c3ccccc3n2)cc1C |
| 16 | -1 | CC(C)C(=O)Nc1ccc2oc(=O)ccc2c1 |
| 17 | -55 | CCOC(=O)N1CCC(N2Cc3cccc(C(=O)N4CCN(c5cccc(C)c5C)CC4)c3C2=O)CC1 |
| 30 | -22 | CCN(CC)CCC(c1ccc(N(C)C)cc1)c1c(OC)cc(OC)c2c(-c3ccccc3)cc(=O)oc12 (centres undefined) |
| -4 | -8 | COc1ccccc1CNC(=O)C1CCN(S(=O)(=O)c2ccc3c(c2)CC(C)N3C(C)=O)CC1 (centres undefined) |
| -1 | 4 | CCN(CC)S(=O)(=O)c1ccc(C(=O)NCc2ccc3[nH]c4c(c3c2)CCCC4)cc1 |
| 26 | -16 | CCOC(=O)c1oc2ccccc2c1CN1CCN(C)CC1 |
| 5 | -41 | COc1cc2[nH]c(=S)nc(NCc3ccc(Cl)cc3)c2cc1OC |
| 37* | -38 | O=[N+]([O-])c1c(NCCCO)cc(N2CCCCCC2)c2nonc12 |
| 18 | -18 | Cc1ccc(NC(=S)N2C3CCCC2CC(NC(=O)C2CC2)C3)cc1C (centres undefined) |
| 25 | 13 | O=S(=O)(c1ccc(Br)cc1)N1CCCC1c1nc2ccccc2s1 (centres undefined) |
| 33 | 0 | COc1cc(-c2noc(C)c2-c2ccc3[nH]ccc3c2)cc(OC)c1OC |
| 14 | 10 | O=S(=O)(c1ccc(Cl)cc1)n1cccn1 |
| 46 | -17 | Cc1[nH]c2ccccc2c1/C=N/Nc1nc(Nc2ccc(F)cc2)nc(N2CCOCC2)n1 |
| 6 | -6 | Cc1ccc(Cl)cc1NC(=O)[C@@H]1CCC(=O)N1C1OC(=O)c2ccccc21 (some centres undefined) |
| 9 | -2 | Cc1ccc(CC(NC(=O)c2ccccc2)C(=O)NC(CC(C)C)C(=O)O)cc1 (centres undefined) |
| 9 | -21 | COC(=O)c1cccc(NC(=O)Cn2cnc3ccccc3c2=O)c1 |
| 17 | -35 | CC1=NN(c2ccccc2)C(=O)/C1=C\c1cn(C)c2ccccc12 |
| 8 | 4 | Cc1ccc2c(c1)sc1nc(=O)n(-c3ccc(Cl)cc3)c(=O)n12 |
| 9 | -14 | O=C1C=C(O)c2cccc3cccc1c23 |
| 18 | -31 | O=C(CCCCCn1c(=S)[nH]c2cc3c(cc2c1=O)OCO3)N1CCN(Cc2ccccc2)CC1 |
| 8 | -6 | NS(=O)(=O)c1ccc(CCNS(=O)(=O)c2cccc(C(=O)O)c2)cc1 |
| 17 | -11 | CCOC(=O)c1nc(-c2ccc(OC)c(OC)c2)cnc1C#N |
| 16 | -10 | Cc1nn(C)c(Cl)c1CN1CCC(Oc2ccc(C(=O)N3CCCC3)cc2)CC1 |
| 17 | 22 | COC(=O)c1c(NC(=O)/C=C/C(=O)O)sc(C)c1-c1ccc(C(C)C)cc1 |
| 14 | 0 | COc1ccccc1S(=O)(=O)c1c(C)cc(C)[nH]c1=O |
| 6 | -20 | O=C(CCS(=O)(=O)c1ccccc1)N(CCCN1CCOCC1)c1nc2ccc(F)cc2s1 |
| 14 | -15 | OCCC#Cc1ccc(CN2CCN(Cc3ccccc3)C(CCO)C2)cc1 (centres undefined) |
| 25 | -3 | CC(C)(C)c1ccc(OCCOCCn2cnc3ccccc3c2=O)cc1 |
| 1 | -17 | CC(=O)Oc1ccc(-c2nc3ccccc3c(=O)o2)cc1 |
| 17 | 0 | Cc1ccc2nc(C(F)OC(F)(F)F)[nH]c2c1 (centres undefined) |
| 54 | -38 | CC1=CC(C)(C)Nc2ccc(OC(=O)CCN3C(=O)c4ccccc4C3=O)cc21 |
| 4 | -20 | CCC1CCCN1Cn1cnc2c([nH]c3ccc(Cl)cc32)c1=O (centres undefined) |
| 8 | -5 | Cc1ccccc1NS(=O)(=O)c1ccc(C)c(C(N)=O)c1 |
| 7 | -5 | O=C(C1CC(c2ccccc2O)=NO1)N1CCCCC1 (centres undefined) |
